# LMNA splice mod: changes lamin A minigene splicing in HeLa cells | HeLa LMNA splicing GFP/RFP minigene ratio, 48 h | Potency, µM (series often up to 46.1 µM), inactives show top-dose ratio change, negative = inhibition, hits mostly inhibitors | 200,000 compounds, 0.01% hits; active = well fitted inhibition curve with a large enough effect in the signal ratio, with a control signal flat, not every such curve was filed as active; inconclusive = small, poorly fitted or top-dose-only effect, or effect the other way, or a change in a side signal; the % refers to the signal ratio; note: potency is the fitted concentration of half-maximal effect; % is set by controls: 0 for no effect and ±100 for the full control effect
#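 S3 HeLa stable clones carrying a lamin A-EGFP splicing minigene plus DsRed2 were seeded at 600 cells/well in Opti-MEM with 2% FBS, pin-dosed and incubated 48 h at 37°C. Acumen cytometry (488 nm) gave the GFP/RFP total-intensity ratio.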
# GLA spleen mod: alpha-galactosidase A (human) modulation. Potency, µM (highest dose often 80 µM), for the others: at the top dose activity change, negative = inhibition, usual class: inhibitors. 240,000 compounds, 0.008% hits. human spleen homogenate, 4MU-alpha-Gal fluorescence, 40 min;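 note: potency is the fitted concentration of half-maximal effect; 0% = enzyme with vehicle and -100% = no enzyme basal signal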
# Target sequence (P06280 32-429 limits assumed): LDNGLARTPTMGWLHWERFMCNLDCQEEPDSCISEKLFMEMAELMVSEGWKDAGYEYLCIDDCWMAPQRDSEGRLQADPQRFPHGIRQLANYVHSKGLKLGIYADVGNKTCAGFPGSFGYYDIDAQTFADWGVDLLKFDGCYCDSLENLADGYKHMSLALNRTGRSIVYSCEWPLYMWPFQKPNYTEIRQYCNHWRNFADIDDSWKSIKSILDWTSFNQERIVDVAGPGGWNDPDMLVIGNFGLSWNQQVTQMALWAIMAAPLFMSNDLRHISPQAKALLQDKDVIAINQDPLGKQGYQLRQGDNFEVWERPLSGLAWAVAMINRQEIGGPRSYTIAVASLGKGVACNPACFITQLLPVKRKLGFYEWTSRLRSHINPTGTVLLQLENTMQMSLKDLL
#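 Inhibition or activation of alpha-galactosidase in human spleen homogenate is scored by 4-MU fluorescence after 40 min at 37C, pH 5.0, with 1 mM substrate. AC50s come from concentration-response fitted to the Hill equation.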
# IMPase Li cell: cell-permeable IMPase inhibitors with lithium potentiation; CHO-M1 cells, IP1 TR-FRET (IP-One), carbachol + lithium; 210,000 compounds, 0.35% hits; Potency, µM (top dose mostly 59.4 µM), for the others: top-dose activity, negative = IMPase inhibition, usual class: inhibitors; AID 1457;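 note: IP1 builds up when IMPase is blocked and the TR-FRET signal falls; potency is the fitted concentration of half-maximal effect; plate controls were basal vehicle for no effect and high inhibitor control for full effect; nearly all actives have a fitted effect of over 50% in size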
#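 Test compounds were applied to CHO-M1 cells previously cultured for 16–30 h at 2000 per well. A small lithium amount accompanied them; after 30 min at 37C, IP1 was quantified by TR-FRET.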
# Epigenetic reg: regulators of epigenetic silencing causing reporter derepression in mouse cells | murine LDR cells, GFP reporter derepression, 30 h | Potency, µM (top dose mostly 53.9 µM), for the others: at the highest dose GFP activation, hits mostly activators | 280,000 compounds, 0.2% hits; note: potency is the fitted concentration of half-maximal effect; % of control where 0% means no effect; nearly all actives have a fitted effect of over 60% in size
#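 Murine LDR cells carrying a silenced, genomically integrated CMV-driven GFP reporter were exposed to compound for 30 hours at 37 C. After PBS washes, GFP-positive cells (20–120 um objects) were counted by laser-scanning microplate cytometry.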
# NPSR antag: blocks cAMP signaling of the human neuropeptide S receptor. Q6W5P4. CHO-NPSR cells, cAMP TR-FRET, antagonist mode. Potency, µM (series often up to 38.3 µM), for the others: at the top dose activity change, negative = inhibition, usual class: inhibitors. 220,000 compounds, 1% hits. AID 1461; note: potency is the fitted concentration of half-maximal effect; % is set by controls: 0 for no effect and ±100 for the full control effect; nearly all actives have a fitted effect of over 50% in size; many of its hits are not listed in these tables
# Target sequence (Q6W5P4 whole entry, looked up): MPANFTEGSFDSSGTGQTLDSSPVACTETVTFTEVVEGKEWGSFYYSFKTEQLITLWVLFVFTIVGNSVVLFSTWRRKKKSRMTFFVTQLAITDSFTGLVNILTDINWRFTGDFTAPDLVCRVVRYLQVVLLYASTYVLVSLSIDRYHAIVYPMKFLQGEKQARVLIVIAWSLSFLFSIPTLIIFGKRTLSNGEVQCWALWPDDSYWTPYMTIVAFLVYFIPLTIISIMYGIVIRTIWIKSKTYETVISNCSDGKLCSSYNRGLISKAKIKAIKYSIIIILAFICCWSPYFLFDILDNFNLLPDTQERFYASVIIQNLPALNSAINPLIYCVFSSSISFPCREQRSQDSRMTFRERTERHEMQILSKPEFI
# CBFb-RUNX1 inh: blocks binding between human CBF-beta and RUNX1; AlphaScreen CBFb-His/RUNX1-biotin binding, biochemical; Potency, µM (titrated, usually from 59.8 µM), for inactives: top-dose activity, negative = inhibition, most hits filed as inhibitors; 230,000 tested, under 10 active; AID 1477; note: % of control where 0% means no effect
#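 Read-out: AlphaScreen. Format: His-CBF-beta with biotinylated RUNX1 (30 nM each) preincubated 20 min, compound 15 min, Ni-chelate plus streptavidin beads 90 min; room temperature throughout.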
# KinaseGlo FLuc: counter-screen: inhibitors of Kinase-Glo firefly luciferase; Q27757; Kinase-Glo luciferase, ATP luminescence, 8 min; Potency, µM (titrated, usually from 38.3 µM), for the others: at the highest dose activity change, negative = inhibition, usual class: inhibitors; 200,000 compounds, 0.28% hits; AID 1379; note: potency is the fitted concentration of half-maximal effect; % is set by controls: 0 for no effect and ±100 for the full control effect; nearly all actives have a fitted effect of over 60% in size
#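 Recombinant Kinase-Glo luciferase, 10 uM ATP (linear range), luciferin; imidazole pH 7.2 / KCl / MgCl2 / Tween / BSA buffer; 8 min RT; luminescence.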
# * hit, by the source's call; u = inconclusive; x = not tested or not shown; [ ] = another dose, or the depositor's remark. Unless noted, calls come from the whole dose curve; as a rule, active = well fitted curve in the direction sought with a large enough effect; inconclusive = small, poorly fitted or top-dose-only effect, or another doubt; inactive = no such curve, though single readings can be large; an effect the other way counts as inactive or inconclusive. An excerpt; rates above refer to the full screens.
# Below each SMILES: Epigenetic reg	LMNA splice mod	IMPase Li cell	GLA spleen mod	NPSR antag	CBFb-RUNX1 inh	KinaseGlo FLuc
COc1ccc(N2C(=O)C3CCCN3C2c2cccs2)cc1 (stereo not given)
 : -1.4%	-4%	-3%[38.3 µM]	1%	5%[46.1 µM]	-5%	-2%
COc1cccc(CNn2c(-c3cccc(C)c3)nc3ccccc3c2=O)c1O
 : -1.1%	u	27%[38.3 µM]	-9%	-19%[46.1 µM]	-1%	0%
CCn1cc(C(=O)N2CCN(c3ccccn3)CC2)c2cc(OC)c(OC)cc2c1=O
 : -2.1%	0%	28%[38.3 µM]	-1%	-9%[46.1 µM]	-2%	3%
Cc1ccc(C)c(C(=O)CCC(=O)NCc2ccc(Cl)cc2)c1
 : 1.1%	x	-13%	-5%	-7%	u	0%
Cc1cc(C)c(NC(=O)CS(=O)CC(=O)N2CCN(c3ccccc3)CC2)c(C)c1 (stereo not given)
 : -2.3%	14%	-1%[38.3 µM]	4%	-5%[46.1 µM]	-2%	1%
Cc1cccc(OCC(=O)Nc2ccc(S(=O)(=O)N3CCCC3)cc2)c1
 : 3.1%	u	1%[38.3 µM]	10%	3%[46.1 µM]	2%	-9%
CN1CCN(c2ccc(Cl)cc2NC(=O)CCN2C(=O)c3ccccc3C2=O)CC1
 : 1.1%	x	6%	-7%	-58%	-3%	0%
O=C1CCCN1CCCNC(=S)Nc1ccc(Cl)cc1Cl
 : -2.9%	u	u	3%	8%	-27%	5%
COc1ncnc2c1sc1nc(-c3ccccc3)c3c(c12)CCCC3
 : 0.0%	-8%	2%	-4%	3%	3%	-2%
Cc1nn(C)c2c(=O)c(=O)c2n(C)[nH]1
 : -1.2%	x	x	2%	2%	5%	x
O=C(NCc1ccccc1)c1ccc2c(=O)n(CC3CCCO3)c(=S)[nH]c2c1 (stereo not given)
 : 0.9%	19%	-10%[38.3 µM]	-22%	-10%[46.1 µM]	-1%	-1%
COCCNC(=O)CCCn1c(=O)c2cc(OC)c(OC)cc2n(CC(=O)Nc2ccccc2OC)c1=O
 : -2.0%	6%[46 µM]	-6%	1%	-6%	-3%	0%
COc1cccc(NC(C(=O)Nc2cccc(C(C)=O)c2)c2ccccc2)c1 (stereo not given)
 : 1.1%	-13%	5%	9%	1%	-15%	6%
CCCCNC(=S)Nc1ccc(SC(F)F)cc1
 : -2.6%	u	8%	6%	-25%	7%	-1%
COc1ccc(C2CC(c3ccccc3)=NN2C(=O)COC(=O)C2(C)CC2(Cl)Cl)cc1 (stereo not given)
 : -3.5%	x	8%	9%	-38%	9%	-2%
COc1cc(C#N)ccc1OCC(=O)Nc1cccc(S(=O)(=O)N2CCCC2)c1
 : -0.2%	-16%[46 µM]	15%	-1%	0%	-2%	-1%
Cc1cccc(OCc2nnc(SCC(=O)N3c4ccccc4CC3C)n2C)c1C (stereo not given)
 : -1.3%	u	2%	-6%	-25%[46.1 µM]	2%	-5%
CCCn1cc(CN2CCC(Cc3ccccc3)(C(=O)OCC)CC2)c(C)n1
 : -1.2%	x	9%	-5%	u	-3%	x
CC(=O)c1ccc(N2CCN(C(=O)CCCn3c(=O)[nH]c4ccccc4c3=O)CC2)cc1
 : 1.3%	x	-3%	0%	-6%	3%	x
CN1CCN(CCc2cn3ncc(C#N)c3nc2-c2ccc(F)cc2)CC1
 : -0.6%	x	8%	5%	-15%	-4%	7%
CCn1nc(C)c(CN2CCN(Cc3ccc(OC)c(C)c3C)C(CCO)C2)c1C (stereo not given)
 : 2.3%	x	3%	7%	3%	9%	x
Cn1c(=O)c2c3c(sc2n2c(SCc4ccccc4)nnc12)CCCC3
 : 1.5%	-7%	0%	-2%	0%	1%	-1%
COC(=O)c1ccc(NC2c3ncccc3C(=O)N2Cc2cccs2)cc1 (stereo not given)
 : -0.1%	x	0%	3%	-20%	3%	-5%
CC(C)OC(=O)c1nnn(-c2nonc2N)c1CN1CCc2ccccc2C1
 : 1.3%	0%	-12%[38.3 µM]	0%	u	1%	1%
CCOC(=O)C(Cc1ccc(NC(=O)/C(=C/c2ccc(OC(C)=O)cc2)NC(C)=O)cc1)N1C(=O)c2ccccc2C1=O (stereo not given)
 : 1.2%	1%	6%[38.3 µM]	1%	-21%[46.1 µM]	-7%	0%
NNC(=O)CCCCCCCCCCOCCCCO
 : 2.6%	x	x	-11%	20%	-9%	x
C/C(CC(=O)NCc1ccc(Cl)cc1)=N\NC(=O)Cc1ccccc1
 : -1.6%	-10%	-5%	-5%	18%	5%	1%
Cc1cccc(NC(=O)CCC(=O)N/N=C/c2cc([N+](=O)[O-])ccc2O)c1
 : -1.1%	-29%	0%	2%	3%	-22%	3%
Cc1cc(C)c(OCCN(C)C)c(Cl)c1
 : -2.7%	x	4%	-3%	13%	3%	0%
CCn1c(=O)c2cc(C(=O)NC(C)C)sc2c2ccccc21
 : -0.1%	x	x	12%	-6%	7%	x

# Compounds shown so far that have two or more sulfur atoms (2):
# Below each SMILES: Epigenetic reg	LMNA splice mod	IMPase Li cell	GLA spleen mod	NPSR antag	CBFb-RUNX1 inh	KinaseGlo FLuc
CCCCNC(=S)Nc1ccc(SC(F)F)cc1
 : -2.6%	u	8%	6%	-25%	7%	-1%
Cn1c(=O)c2c3c(sc2n2c(SCc4ccccc4)nnc12)CCCC3
 : 1.5%	-7%	0%	-2%	0%	1%	-1%

# (cont.)
# Below each SMILES: Epigenetic reg	LMNA splice mod	IMPase Li cell	GLA spleen mod	NPSR antag	CBFb-RUNX1 inh	KinaseGlo FLuc
O=C(CCNC(=O)c1ccccc1Cl)Nc1ccc(S(=O)(=O)Nc2ncccn2)cc1
 : -0.6%	-1%[46 µM]	2%	-2%	11%	-1%	-1%
S=C(c1ccccc1)N1CCN(C(=S)c2ccccc2)CC1
 : -3.2%	-6%	2%	2%	-5%	14%	-1%
O=C(c1ccc([N+](=O)[O-])cc1)n1nc(-c2ccccc2)nc1NCc1ccccc1
 : -1.9%	u	11%[38.3 µM]	1%	-22%[46.1 µM]	-5%	8%
COc1ccc(C(=O)Cn2nnc(-c3ccccc3NC(=O)c3ccco3)n2)cc1
 : 5.2%	-14%	15%[38.3 µM]	7%	-16%[46.1 µM]	12%	8%
O=c1cc(N2CCN(c3ccccc3F)CC2)[nH]c(=O)n1-c1ccc(Br)cc1
 : 0.0%	4%	0%	9%	-19%[46.1 µM]	1%	0%
COc1cccc(C(=O)CN2CCN(S(=O)(=O)c3ccc(Br)cc3)CC2)c1
 : 0.0%	3%	-2%[38.3 µM]	-4%	-18%[46.1 µM]	0%	7%
CCOC(=O)C1CCN(C(=O)CCc2c(C)nc3c(-c4ccc(F)cc4)c(C)nn3c2C)CC1
 : -1.0%	5%	2%[38.3 µM]	-7%	-24%[46.1 µM]	1%	-1%
O=C(c1noc2c1CCc1ccccc1-2)N1CCOCC1
 : -3.2%	-12%	-1%[38.3 µM]	4%	-6%[46.1 µM]	8%	3%
CN1CCN(C2=C(Cl)C(=O)N(c3ccc(Cl)c(Cl)c3)C2=O)CC1
 : u	u	-14%[38.3 µM]	-3%	-7%[46.1 µM]	3%	1%
CSc1nc2c(c(=O)[nH]1)C(c1ccc(F)cc1)CC(=O)N2 (stereo not given)
 : -1.9%	-7%[46 µM]	3%	3%	-2%	-4%	-1%
CCOC(=O)C1CCN(C(=O)Nc2ccc(OC(F)(F)F)cc2)CC1
 : -1.1%	x	x	-12%	2%	17%	x
CCOC(=O)C1CCCN(C(=O)c2sc3nc(C)nc(N(CC)CC)c3c2C)C1 (stereo not given)
 : -1.0%	-10%	-4%	1%	8%[46.1 µM]	0%	-4%
O=C(N/N=C/c1ccccc1OC(=O)c1ccc2c(c1)OCO2)c1ccccc1
 : u	u	9%	-6%	-12%	0%	4%
CCOC(=O)c1c(NC(=O)C[n+]2ccccc2)sc2c1CCCC2
 : -1.1%	-4%[46 µM]	17%	-2%	4%	1%	-2%
C=CCNC(=O)CN(c1ccc(OC)cc1OC)S(C)(=O)=O
 : -1.0%	6%	19%[38.3 µM]	1%	5%[46.1 µM]	-3%	-6%
Cc1nnc(-c2cnn(C)c2N)n1Cc1ccc2c(c1)OCO2
 : 1.1%	18%[46 µM]	4%	3%	5%	-3%	3%
O=C(CSCSCC(=O)Nc1ccc2c(c1)OCO2)Nc1ccc2c(c1)OCO2
 : -0.9%	u	-13%[38.3 µM]	2%	-18%[46.1 µM]	-1%	-4%
COc1ccccc1NC(=S)NCCC(c1ccccc1)c1ccccc1
 : 1.0%	u	0%	3%	6%	-20%	0%
CCn1cc(CN2CCc3c([nH]c4ccccc34)C2c2cccc(O)c2)c(C)n1 (stereo not given)
 : -4.9%	0%[46 µM]	14%	3%	7%	-9%	1%
CC(C)c1nnc(NC(=O)CSc2nc3ccccc3s2)s1
 : -0.7%	u	-16%[38.3 µM]	-7%	-15%[46.1 µM]	2%	-4%
CCOP(=O)(OCC)C(NC(=O)c1cc([N+](=O)[O-])cc([N+](=O)[O-])c1)C(F)(F)F (stereo not given)
 : 1.3%	x	-1%	0%	10%	-12%	-4%
CCOC(=O)c1sc2ncn(C(CC)C(=O)OCC)c(=O)c2c1C (stereo not given)
 : 9.2%	18%	-11%[38.3 µM]	1%	-33%[46.1 µM]	1%	7%
C=CCN1C(=O)CSc2ccc(C(=O)NCc3ccco3)cc21
 : 0.0%	5%	5%[38.3 µM]	-6%	-10%[46.1 µM]	1%	-1%
O=C(Nc1cccc(S(=O)(=O)N2CCOCC2)c1)c1cn(-c2ccccc2)nc1-c1ccccc1
 : -1.1%	-7%	3%	7%	-21%	7%	5%
COc1ccccc1NNC(=O)C(O)(c1ccccc1)c1ccccc1
 : 0.1%	x	x	4%	3%	1%	x
CCOc1cc(-n2ncc(C#N)c2N)nc(SC)n1
 : -2.0%	-9%	2%	0%	12%[46.1 µM]	1%	2%
CCOc1ccc(-c2cc(N)n(S(=O)(=O)c3ccc(OC)c(OC)c3)n2)cc1
 : 3.7%	-3%	4%[38.3 µM]	0%	-17%[46.1 µM]	-7%	-3%
CN(Cc1ccccc1)c1nc(-c2cccc([N+](=O)[O-])c2)nc2ccccc12
 : 0.0%	-8%	8%	0%	-13%[46.1 µM]	5%	2%

# A different layout for two compounds above.
molecule | Epigenetic reg | LMNA splice mod | IMPase Li cell | GLA spleen mod | NPSR antag | CBFb-RUNX1 inh | KinaseGlo FLuc
CCOC(=O)C1CCCN(C(=O)c2sc3nc(C)nc(N(CC)CC)c3c2C)C1 (stereo not given) | -1.0% | -10% | -4% | 1% | 8%[46.1 µM] | 0% | -4%
CC(C)c1nnc(NC(=O)CSc2nc3ccccc3s2)s1 | -0.7% | u | -16%[38.3 µM] | -7% | -15%[46.1 µM] | 2% | -4%
